Nrf2 ARE act: Nrf2 pathway activation; AREc32 ARE-luciferase reporter (MCF7-derived line), luminescence, 24 h; Potency, µM (top dose mostly 46.1 µM), without a hit: at the top dose activation, hits mostly activators; 410,000 compounds, 0.31% hits; AID 624171; further: potency means the concentration at half of the fitted maximal effect; % of control where 0% means no effect; nearly all actives have a fitted effect of over 65% in size
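AREc32_Fluc, 1000 cells/well, OPTI-MEM + 5% FBS, o/n 37 deg C 5% CO2; 23 nL cpd by pin tool, 24 hr; Steady-Glo 30 min RT, luminescence.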
S2 tox: cell viability loss in ATXN counter-screen; S2 cells (HEK-293 line with an ATXN2-luciferase reporter) viability, CellTiter-Fluor protease fluorescence, 24 h; Potency, µM (series often up to 56.7 µM), actives largely listed as cytotoxic; 400,000 compounds, 0.49% hits; AID 651635; further: potency means the concentration at half of the fitted maximal effect; nearly all actives have a fitted effect of over 40% in size
Nrf2 block: inhibitors of Nrf2 signaling; 360,000 compounds, 2.1% hits; A549 ARE-Fluc reporter, luciferase luminescence, 18-24 h; Potency, µM (top dose mostly 46 µM), without a hit: at the top dose activity change, negative = inhibition, usual class: inhibitors; further: potency means the concentration at half of the fitted maximal effect; on the % scale 0 is the no-effect control and ±100 the full control effect; nearly all actives have a fitted effect of over 60% in size
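A549 ARE_Fluc cells (5000/well, 5% FBS OPTI-MEM) pre-incubated 2 h, then treated with compounds 18-24 h at 37C/5% CO2 in concentration-response. CellTiter-Fluor viability read first; BugLite luciferase luminescence after 15 min at room temperature gives Nrf2 activity.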
ATXN2 expr inh: ATXN2 expression inhibition; HEK-293 ATXN2-luciferase reporter, luminescence, 24 h; Potency, µM (doses to about 57 µM), without a hit: at the top dose activity change, negative = inhibition, actives largely listed as inhibitors; 360,000 compounds, 0.72% hits; further: potency means the concentration at half of the fitted maximal effect; on the % scale 0 is the no-effect control and ±100 the full control effect; nearly all actives have a fitted effect of over 55% in size
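qHTS (up to 57 uM final) was run with 24 h compound exposure of reporter cells at 37 °C. Each well was multiplexed: SteadyGlo luminescence measured ATXN2-luciferase expression after a fluorogenic Gly-Phe-AFC viability readout (25 uM final).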
EPAC2 agonist: agonists of human EPAC2 (RAPGEF4); EPAC2 activation, biochemical qHTS; response scale: 100% = 6.5 mM cAMP response; Potency, µM (top dose mostly 154 µM), without a hit: at the highest dose activation, actives largely listed as activators; Q8WZA2; 360,000 compounds, 0.079% hits; further: potency means the concentration at half of the fitted maximal effect; nearly all actives have a fitted effect of over 50% in size
Target sequence (Q8WZA2 whole entry, looked up): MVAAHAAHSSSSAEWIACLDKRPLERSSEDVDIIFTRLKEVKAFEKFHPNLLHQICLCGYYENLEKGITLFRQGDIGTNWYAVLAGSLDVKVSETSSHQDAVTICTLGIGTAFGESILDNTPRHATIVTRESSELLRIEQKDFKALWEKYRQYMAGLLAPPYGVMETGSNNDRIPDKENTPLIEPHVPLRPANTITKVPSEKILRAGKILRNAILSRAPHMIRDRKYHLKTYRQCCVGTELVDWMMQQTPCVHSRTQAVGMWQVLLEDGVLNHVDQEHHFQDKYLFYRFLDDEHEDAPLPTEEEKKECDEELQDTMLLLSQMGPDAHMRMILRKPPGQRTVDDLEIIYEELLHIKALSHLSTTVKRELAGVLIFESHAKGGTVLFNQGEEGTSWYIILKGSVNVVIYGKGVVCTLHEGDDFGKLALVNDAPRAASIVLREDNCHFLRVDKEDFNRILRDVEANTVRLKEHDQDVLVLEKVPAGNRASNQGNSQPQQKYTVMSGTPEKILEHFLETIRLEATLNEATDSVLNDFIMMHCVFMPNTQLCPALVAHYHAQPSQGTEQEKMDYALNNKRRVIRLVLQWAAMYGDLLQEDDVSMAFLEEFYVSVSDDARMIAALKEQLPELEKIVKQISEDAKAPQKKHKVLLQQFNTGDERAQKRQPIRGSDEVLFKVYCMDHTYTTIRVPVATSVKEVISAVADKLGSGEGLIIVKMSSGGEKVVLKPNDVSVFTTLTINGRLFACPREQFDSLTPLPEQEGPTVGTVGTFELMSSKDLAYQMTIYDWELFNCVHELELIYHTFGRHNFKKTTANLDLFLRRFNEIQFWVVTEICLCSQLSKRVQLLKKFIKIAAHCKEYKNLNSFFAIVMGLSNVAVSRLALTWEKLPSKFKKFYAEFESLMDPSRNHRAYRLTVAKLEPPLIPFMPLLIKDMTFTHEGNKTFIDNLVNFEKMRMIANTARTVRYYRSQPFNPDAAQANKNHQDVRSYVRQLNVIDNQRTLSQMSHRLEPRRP
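EPAC2 (100 nM) mixed with Rap1B loaded with BODIPY-GDP (250 nM) plus 50 uM unlabeled GDP; compounds pinned in, 5 min RT, then read every 5 min for 30 min (ex 480, em 540 nm). Normalized to cAMP control.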
TGFb SMAD3 inh: TGF-b pathway inhibition; HepG2 CAGA-GFP TGF-b/SMAD3 reporter, GFP fluorescence, 18 h; TGF-beta stimulated, 500 pg/mL final; Potency, µM (series often up to 46.1 µM), for the others: at the highest dose activity, negative = inhibition, actives largely listed as inhibitors; 410,000 compounds, 1.2% hits; further: potency means the concentration at half of the fitted maximal effect; on the % scale 0 is the no-effect control and ±100 the full control effect; nearly all actives have a fitted effect of over 65% in size
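Cell-based qHTS in HEPG2 carrying a CAGA-GFP Smad reporter; compounds added before 500 pg/mL final TGF-beta, 18 h incubation at 37 degrees C, GFP fluorescence quantified per cell by imaging cytometry.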
A549 viability: kills or reduces viability of A549 cells in Nrf2 counter-screen; A549 ARE-Fluc cells, CellTiter-Fluor viability, 18-24 h; Potency, µM (titrated, usually from 46 µM), for the others: at the top dose activity change, negative = cytotoxicity, actives largely listed as inhibitors; 390,000 compounds, 0.16% hits; AID 504648; further: potency means the concentration at half of the fitted maximal effect; on the % scale 0 is the no-effect control and ±100 the full control effect
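A549 ARE_Fluc cells in 5% FBS OPTI-MEM were exposed to compounds in concentration-response for 18-24 h at 37 deg C. Viability was read by CellTiter-Fluor fluorescence (Ex 405/Em 525) after 30 min, before the luciferase read.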
IL-2 act: activators of IL-2; activation, % (series mostly up to about 46 µM); IL-2 activation reporter assay, cell-based qHTS; stimulated with anti-CD3/CD4/CD28 beads; in transgenic mouse T cells; AID 652025; 360,000 compounds, 0.065% hits; in the data active means activation above about 50%; inconclusive means mostly about 30% to 49%; further: 0% is about no effect
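Screening format: compound pinned onto unstimulated transgenic mouse T cells, 60 min incubation, then anti-CD3/anti-CD4/anti-CD28 bead stimulation for 18 hours at 37 degrees C, followed by EGFP and DsRed detection.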
HepG2 tox: counter-screen for TGF-b inhibitors: cytotoxicity in HepG2 cells; HepG2 CAGA-GFP viability, ATP luminescence, 18 h; Potency, µM (top dose mostly 46.1 µM), for inactives: at the highest dose activity change, negative = cytotoxicity, most hits filed as cytotoxic; 410,000 compounds, 0.76% hits; further: potency means the concentration at half of the fitted maximal effect; some results filed as inactive show a strong effect at the top dose
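CellTiter-Glo luminescence gave cytotoxicity after 18 hours at 37 degrees C. The cells were HepG2 CAGA-GFP in 1% FBS DMEM, stimulated with 500 pg/mL TGF-beta after compound addition. %Activity was normalised to no-cell wells (complete cell-killing) and DMSO (no toxicity), and curves were fitted and classified.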
An asterisk follows results filed as active; i = inactive; ? = inconclusive; nt = no result given; [ ] = dose if it differs, or a comment. Unless noted, the call rests on the fitted dose curve; in most records, active means well fitted curve in the direction sought with a large enough effect; inconclusive means small, poorly fitted or top-dose-only effect, or another doubt; inactive means no such curve, though single readings can be large; an effect the other way counts as inactive or inconclusive.

Below each compound: Nrf2 ARE act, S2 tox, Nrf2 block, ATXN2 expr inh, EPAC2 agonist, TGFb SMAD3 inh, A549 viability, IL-2 act, HepG2 tox
CN(CC(=O)Nc1cccc(F)c1)C(=O)c1cccc(N2C(=O)CCC2=O)c1
→ 0.3%, i, 3%, -1%, 6%, -13%, 0%, 1.1, 2%
COc1ccccc1Cc1c(-c2ccco2)nc2ccc(Br)cn12
→ ?, ?, nt, -10%, 18%, ?, nt, 1.7, -93%
CCn1c(SCC(=O)N/N=C/c2ccc(C)o2)nnc1-c1ccc(C(C)(C)C)cc1
→ 6.3%, i, -18%, 10%, -5%, -15%, -2%, -1.6, -9%
Cc1ccc(S(=O)(=O)N2CCN(C(=O)N3CCCC3)CC2)cc1
→ -0.8%, ?, 26%, 2%, 7%, -13%, 8%, -0.3, -9%
Cc1ccc(OCc2ccc(C(=O)N3CCCC3)o2)c([N+](=O)[O-])c1
→ 6.3%, i, ?, 20%, 7%, -9%, -2%, 2.3, 1%
O=C(CCc1nnc2ccc(N3CCC4(CC3)OCCO4)nn12)NCc1ccccc1Cl
→ 0.6%, i, 1%, nt, 12%, -4%, 0%, 0.1, -5%
COCc1c(C(=O)NC2CCCCC2)sc2cccc(F)c12
→ -0.1%, i, -2%, 5%, 9%, -4%, -3%, -0.5, -17%
COc1ccc(F)cc1-c1cc(C(=O)NCc2ccc(C(F)(F)F)cc2)[nH]n1
→ -0.7%, ?, nt, ?, 9%, ?, nt, -0.1, -21%
Cc1cccc(Nc2nnc(SCC(O)=C(C#N)c3nc4ccccc4[nH]3)s2)c1
→ ?, i, -11%, -4%, 0%, ?, -10%, -0.3, -54%
On1c(-c2ccc(Cl)cc2Cl)nc2ncccc21
→ -0.4%, i, 15%, -1%, 7%, -6%, 7%, -0.5, 5%
C=CCn1c(COc2ccccc2C)nnc1SCC(=O)O
→ -0.8%, i, nt, 1%, 1%, 10%, -2%, -0.9, 8%
O=C(COC(=O)CNS(=O)(=O)c1c(Cl)cccc1Cl)Nc1cccnc1Cl
→ -0.7%, i, 10%, 6%, 4%, -15%, -3%, 0.0, -12%
CC(=O)c1c(C)[nH]c(C(=O)NCc2ccc(C)cc2)c1C
→ 5.8%, i, 6%, 23%, 2%, -5%, -4%, -0.6, -12%
CCN1C(=NCCCCO)N[C@@H](c2cccc(C(F)(F)F)c2)C(C(=O)OC)=C1C
→ 0.3%, i, 4%, -1%, -4%, 23%, 3%, -3.8, -10%
CCOC(=O)N1CCC(NC(=O)C(Cc2ccccc2)NC(=O)C2CCCCC2)CC1 (centres undefined)
→ -0.2%, i, -31%, -3%, 10%, -3%, 6%, -3.6, -3%
O=C1CN(C(=O)COC(=O)/C=C/c2ccc(F)cc2)c2ccccc2N1
→ 6.7%, i, -11%, 3%, -1%, 0%, 1%, 0.0, -28%
O=C(c1ccc(Cl)cc1)c1c[nH]cc1-c1ccccc1
→ -0.6%, i, 3%, 6%, -6%, 2%, -22%, 1.3, -2%
CCc1cccc(C)c1NC(=O)c1cccc(N(C)C)c1
→ -0.5%, i, 7%, 2%, 6%, 10%, -12%, -0.2, -33%
CCN(CC)c1ccc(C2NCC(c3ccc([N+](=O)[O-])cc3)O2)cc1 (centres undefined)
→ -0.3%, i, -12%, 6%, 13%, 1%, 21%, -0.7, -7%
CCCCNC(=S)NNC(=O)c1cc(C2CC2)nc2ccccc12
→ -0.1%, i, -25%, 7%, -5%, ?, -2%, -3.7, -6%
CN(C)C=Nc1ccc(Cl)c(Cl)c1
→ 0.7%, i, -1%, -9%, 8%, -15%, 1%, 0.3, 4%
COc1c(C)cc(C(=O)C2CCCN(S(=O)(=O)c3c(C)noc3C)C2)cc1C (centres undefined)
→ 2.6%, i, 1%, 0%, 8%, 4%, -1%, -2.1, -3%
CCOc1cc(/C=N/NC(=O)c2ccccc2-n2cccc2)ccc1O
→ -0.6%, ?, 1%, nt, 8%, 0%, 0%, 0.4, -13%
NC(Cc1ccc(F)cc1)c1csc(Nc2ccc(C(F)(F)F)cn2)n1 (centres undefined)
→ -2.4%, nt, nt, ?, 4%, 10µM*, nt, -1.0, -111%
O=C(Nc1ccc(S(=O)(=O)N2CCCCC2)cc1)C1CC(=O)N(c2ccccc2)C1 (centres undefined)
→ -0.2%, i, ?, -13%, -1%, 16%, 0%, -1.1, 0%
N#C/C(=C\c1cccs1)C(=O)NCc1ccco1
→ 5.3%, i, 3%, 37%, 11%, -1%, 2%, 0.1, -21%
Cc1nc2ccc(C(=O)NCCc3c[nH]c4ccccc34)cn2c1N(C)C(=O)CCc1ccccc1
→ 0.2%[9.22 µM], i, nt, 2%, 7%, 4%, nt, 0.1, -57%
Cc1cccc(C)c1N(CC(=O)NCc1ccco1)C(=O)CNS(=O)(=O)c1ccc(F)cc1
→ -0.6%, i, 8%, 5%, -1%, ?, -5%, -1.4, -19%
CCC(=O)N1c2ccc(S(=O)(=O)CCC(=O)Nc3ccc(Br)c(C)c3)cc2CC1C (centres undefined)
→ 11%, ?, ?, 0%, nt, ?, -6%, nt, -28%
CCOc1ccc(-c2nonc2NC(=O)COc2ccccc2)cc1
→ 4.3%, ?, nt, -7%, nt, 4%, -4%, nt, 8%
C[C@H]1CN([C@@H](C)CO)C(=O)c2cc(-c3cccc(C#N)c3)cnc2O[C@H]1CN(C)C(=O)c1ccccn1
→ 1.7%, i, nt, 3%, 5%, 7%, nt, 0.3, 3%
Clc1ccc(CSc2nnc(-c3ccccn3)n2Cc2cccs2)cc1Cl
→ -0.8%, ?, nt, ?, 11%, 8.9µM*, nt, -1.0, -8%
COc1ccc(Cc2noc(CN(C)C3CC(C)(C)NC(C)(C)C3)n2)cc1OC
→ 1.7%, i, 0%, 0%, 9%, 3%, -8%, -0.5, 13%
CCOc1ccc(-n2c(SCc3ccc(C#N)cc3)nnc2-c2cccnc2)cc1
→ -0.2%, i, -11%, -19%, 2%, -6%, 3%, -2.7, -16%
Cc1nnc(SCC(=O)Nc2ncc(Cl)cc2Cl)n1Cc1ccccc1
→ -0.4%, i, 13%, 3%, -25%[15.6 µM], -11%, -2%, -0.4, 13%
CCCCn1cnc2c(cnn2-c2ccc(F)cc2)c1=O
→ 3.5%, i, 11%, 39%[activator], 7%, -4%, 10%, 0.0, 1%
CCOC(=O)C1CCCN(CC(=O)N(C)c2c(N)n(Cc3ccccc3)c(=O)[nH]c2=O)C1 (centres undefined)
→ -1.3%, i, 8%, nt, 1%, 24%, 3%, 1.1, 2%
CCCCNCC(=O)Nc1ccc(NC(=O)CNCCCC)cc1
→ 0.1%, i, 25%, -13%, 2%, 26%, ?, -2.5, -27%
Cc1cccc2c1-c1sc(C(=O)N3CCN(c4ccccc4)CC3)cc1CO2
→ -0.1%, i, 9%, 9%, nt, -21%, 0%, nt, -32%
C=CCC1(CC=C)CCCN1C(=O)Cn1nnnc1CN(C)C(C)C
→ 0.0%, i, 4%, 4%, 10%, -6%, 7%, 0.8, -12%
COc1ccc(-c2noc(-c3ccccc3C(=O)N3CCOCC3)n2)cc1
→ 0.1%, i, 0%, -4%, -4%, -14%, ?, 0.7, -20%
CC1=C(C(=O)N(C(C)C)C(C)C)CC(CC(=O)NCCCN(C)C)C(=O)N1CCC1=CCCCC1 (centres undefined)
→ 0.3%, i, nt, -1%, 11%, -3%, nt, -0.2, -26%
O=C(CN1C(=O)NC2(CCCC2)C1=O)Nc1ccccc1-c1ccccc1
→ -0.4%, i, -2%, 4%, -2%, 5%, 2%, -1.5, 2%
S=C(Nc1ccccc1)N1CCC(C2CCN(C(=S)Nc3ccccc3)CC2)CC1
→ 0.5%, i, 12%, -10%, 4%, -1%, 2%, 0.1, 6%
COc1cccc(CN(C)C(=O)C2CCN(S(=O)(=O)c3cccs3)CC2)c1OC
→ 0.3%, i, -6%, -3%, 5%, -11%, 0%, 0.1, -15%
O=C(Nc1nnc(CCc2ccccc2)s1)c1cccc(F)c1
→ 5.6%, i, 24%, nt, 5%, -9%, 1%, -0.3, -4%
Cc1ccc(S(=O)(=O)C(CCC(=O)c2ccc(Cl)cc2)C(N)=O)cc1 (centres undefined)
→ 0.1%, nt, -8%, nt, 4%, 0%, -5%, 0.0, 3%
CC1CCCC(NC(=O)c2ccc(F)c(S(=O)(=O)N3CCOCC3)c2)C1C (centres undefined)
→ 1.5%, i, 0%, -6%, -11%, -17%, 6%, -0.7, -2%
O=C(COc1ccccc1Cl)Nc1ccc(N2CCCC2)cc1
→ 5.3%, i, -21%, 0%, 8%, 6%, 2%, 1.1, -19%
O=C(Nc1ccc(-c2nc3cc(Cl)ccc3o2)cc1)c1cc(Br)ccc1Cl
→ 3.7%, ?, 9%, -26%, nt, 6%, -1%, nt, -19%
CCc1n[nH]c2c1/C(=N/O)CCC2
→ -0.4%, i, 15%, 1%, -2%, 8%, -3%, 0.2, 5%
CCNc1nc(-c2ccc(Cl)cc2)cs1
→ 2.7%, i, 22%, 40%[activator], 7%, -19%, -18%, -0.6, -34%
Cc1cc(NCCCn2ccnc2)n2nc(-c3ccc(F)cc3)cc2n1
→ 5.2%, i, ?, 19%, 8%, -21%, 20%, -2.9, -36%
Cc1cc(-c2nc3cccnc3s2)ccc1NS(=O)(=O)c1cccs1
→ 21%, nt, ?, 54%[activator], 5%, -11%, 13%, -0.8, -32%
O=C(O)CSc1c2c(nc3cc(C(=O)N4CCCC4)ccc13)CCCC2
→ 0.8%, i, -3%, -1%, 8%, -7%, 1%, -2.2, 3%
CCOC(=O)CCN(c1ccccc1)S(=O)(=O)c1cc(-c2cc(C)no2)ccc1C
→ 5.1%, nt, ?, nt, nt, 0%, -1%, nt, 10%
